# From PubChem
# OXTR potentiator: human OXTR potentiators, primary screen, fluorescence, CHO-OTR cells, Fluo-8 calcium; Oxytocin receptor (Homo sapiens), P30559; Fluo-8 calcium fluorescence, potentiator mode; 0% = oxytocin EC15, 100% = EC100; activation, % at 3 µM; actives 0.061% (n = 320,000); AID 2445, 2010;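 active = activation above that plate's cutoff, the mean activation of tested compounds plus 3 SD, cut at about 6.6% in these data, passing the limit was not always enough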;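 also: 100% uses oxytocin at 75 nM as the full agonist control; some results filed as inactive read as strong as hits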
# Target sequence (P30559 whole entry, looked up): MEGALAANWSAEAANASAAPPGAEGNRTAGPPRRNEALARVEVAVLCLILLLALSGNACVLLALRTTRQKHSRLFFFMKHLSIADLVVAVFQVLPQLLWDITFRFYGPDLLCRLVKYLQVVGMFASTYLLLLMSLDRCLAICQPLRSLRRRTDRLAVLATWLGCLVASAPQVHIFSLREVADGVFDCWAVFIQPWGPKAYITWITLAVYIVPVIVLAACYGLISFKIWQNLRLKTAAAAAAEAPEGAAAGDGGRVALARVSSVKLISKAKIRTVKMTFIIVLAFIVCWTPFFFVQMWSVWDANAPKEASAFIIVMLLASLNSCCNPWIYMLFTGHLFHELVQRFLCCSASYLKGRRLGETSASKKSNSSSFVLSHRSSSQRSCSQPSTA
#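 System: human OTR in CHO cells / Also added: sub-maximal oxytocin, roughly EC15 / Control set: EC15 oxytocin low, 75 nM oxytocin high / Schedule: 6 min compound pre-incubation at room temperature, 100 s kinetic read / Compound: single-point 3.0 µM / Replication: singlicate / Technique: Fluo-8 calcium dye fluorescence / Read-out basis: % activation of max/min ratio relative to oxytocin controls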
# M1 PAM parental: nonselective calcium activators in parental CHO-K1 cells, primary screen, counter-screen for M1 PAM project, cell-based, Fluo-8 calcium fluorescence, full deck, 1536-well. ATP EC20; 0% at ATP EC20, 100% at ATP max. activation, % at 3 µM. actives 0.02% (n = 360,000). AID 602247, 2012;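 active = activation above the run cutoff, the mean activation of all test compounds plus 3 SD, cut at about 40% in these data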;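 also: peak over basal fluorescence ratio in a 140 s read after ATP addition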
# M1 ag: human M1 muscarinic receptor agonists, primary screen, Fluo-8 calcium fluorescence, CHO-K1 cells, HTS; CHO-K1 hM1, agonist mode; 0% DMSO, 100% acetylcholine EC100; activation, % at 3 µM; actives 0.33% (n = 360,000); Muscarinic acetylcholine receptor M1 (Homo sapiens), P11229;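 active = activation above the run's mean compound activation plus 3 SD, cut at about 16% in these data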;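 also: peak over basal fluorescence ratio within a 140 s kinetic read after compound addition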
# V1R ag counter: agonists of human V1a receptor, primary screen, counter-screen for OXTR agonist project, fluorescence, CHO-V1R cells; Fluo-8 calcium fluorescence, agonist mode; 0% DMSO, 100% 3 nM vasopressin; actives 0.25% (n = 320,000); activation, % at 3 µM;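 active = activation above the mean activation of all tested compounds plus 3 SD, per screening run, cut at about 20% in these data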;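 also: signal is peak over basal fluorescence ratio across a 100 second FLIPR read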
# Target sequence (P37288 whole entry, looked up): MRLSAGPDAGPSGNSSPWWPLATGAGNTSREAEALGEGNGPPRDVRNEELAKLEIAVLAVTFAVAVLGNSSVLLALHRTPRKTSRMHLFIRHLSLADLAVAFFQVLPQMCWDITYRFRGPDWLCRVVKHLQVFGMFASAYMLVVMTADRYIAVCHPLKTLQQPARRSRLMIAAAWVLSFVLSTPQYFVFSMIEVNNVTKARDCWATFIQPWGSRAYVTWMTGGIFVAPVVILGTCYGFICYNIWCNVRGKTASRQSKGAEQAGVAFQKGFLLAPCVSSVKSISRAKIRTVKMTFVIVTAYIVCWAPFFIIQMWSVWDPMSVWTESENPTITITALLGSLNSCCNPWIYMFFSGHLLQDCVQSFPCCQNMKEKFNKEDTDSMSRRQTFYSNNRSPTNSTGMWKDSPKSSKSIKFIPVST
# CHO-K1 Ca antag: nonselective inhibitor or artifact in parental CHO-K1 cells. actives 0.6% (n = 360,000). ATP-induced calcium, Fluo-8 fluorescence. AID 602250. inhibition, % at 3 µM;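 active = inhibition above a per-plate cutoff, the plate's mean sample inhibition plus 3 SD, cut at about 24% in these data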;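 also: 0% = DMSO plus EC80 ATP and 100% = DMSO alone without ATP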
# CHO parental Ca: ATP-evoked calcium signal inhibitors, parental CHO, primary screen, counter-screen for OX1R antagonist project, cell-based, fluorescence, Fluo-8 calcium dye; actives 0.63% (n = 330,000); inhibition, % at 5.6 µM; AID 463079, 2010; parental CHO-K1, ATP-induced calcium, Fluo-8 fluorescence;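 active = inhibition above that plate's mean sample inhibition plus 3 SD, cut at about 26% in these data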;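 also: 0% = ATP-challenged DMSO wells and 100% = DMSO wells without ATP; some compounds past the cut are filed as inactive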
#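 Material: parental CHO cells / Compound: single nominal dose of 5.6 µM per compound / Signal: Fluo-8 fluorescence / Replicates: singlicate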
# TAAR1 ag: human TAAR1 agonists, primary screen, Fluo-8 calcium fluorescence, CHO RD-HGA16 cells. AID 624467, 2012. activation, % at 3 µM. actives 0.99% (n = 360,000). vehicle wells 0%, saturating PEA agonist 100%;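 active = activation above the mean activation of all test compounds in the run plus 3 SD, cut at about 38% in these data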
#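 Assay system: CHO-derived RD-HGA16 cells with stable Gα16 and human TAAR1; timing: 17-24 h seeding, 75 min 37 °C dye, 30 min RT; read-out: % activation from peak over basal fluorescence ratio, DMSO-to-PEA scaled; measured by: kinetic Fluo-8 calcium fluorescence; benchmarks: low control DMSO, high control PEA (EC100); doses: 3 µM single concentration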
# CHO-K1 Ca ag: counter-screen for M1 agonists: effect in parental CHO-K1 cells. Fluo-8 calcium fluorescence; scaled to maximal ATP response, vehicle zero. activation, % at 3 µM. actives 0.48% (n = 360,000). AID 602248, 2012; in the data active = activation above about 15%;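 also: untransfected CHO-K1 host cells lacking M1 receptor as counterscreen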
# TAAR1 antag: human TAAR1 antagonists, primary screen, Fluo-8 calcium fluorescence, CHO RD-HGA16 cells; antagonist; inhibition, % at 3 µM; actives 1.5% (n = 360,000); AID 624466, 2012;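 active = inhibition above a per-plate cutoff, the mean inhibition of test compounds on that plate plus 3 SD, cut at about 49% in these data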;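 also: 0% = DMSO plus EC80 beta-PEA response and 100% = DMSO alone without agonist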
#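 System: CHO RD-HGA16 cells bearing hTAAR1. Reagent: EC80 β-phenethylamine stimulus. Schedule: seeding 17-24 h prior, 75-min 37 °C, 30-min RT dye loading. Signal: Fluo-8 intracellular calcium dye fluorescence, real-time kinetic reads. Read-out: % inhibition from peak post-agonist over basal fluorescence ratio. Benchmarks: vehicle wells and EC80 agonist wells. Replicates: n of 1.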
# * hit, by the source's call; . = no result given.
SMILES,OXTR potentiator,M1 PAM parental,M1 ag,V1R ag counter,CHO-K1 Ca antag,CHO parental Ca,TAAR1 ag,CHO-K1 Ca ag,TAAR1 antag
CCc1ccc(CNC(=O)CCS(=O)(=O)Cc2ccccc2F)cc1,-3,10,4,3.2,-18,-9,3,0.8,-4
NC(=O)c1ccsc1NC(=O)COC(=O)C1CCCN1C(=O)c1cccs1 (configuration not stated),-10,.,.,5.4,.,-11,7,.,2
CC(NC(=O)c1cc2ccccc2o1)c1ccccc1 (configuration not stated),-9,-12,-2,0.5,-2,-9,1,0.9,-9
CCc1ccc(C(=O)/C=C2\Sc3ccccc3NC2=O)cc1,-11,13,-3,2.8,-12,-16,5,1.8,-2
CCn1cc(/C=C/C(=O)Nc2ccc(C)cc2Br)cn1,-8,9,0,2.8,2,-15,5,2.3,9
Cc1cc(=O)oc(C)c1C(=O)NCc1c(F)cc(F)cc1F,-2,-1,-7,0.5,0,0,0,0.0,14
CC(C)N=C1NN=C(c2ccc(F)cc2)CS1,-4,7,-8,-0.4,-12,-1,0,0.3,-24
CC(C(=O)NCCN1C(=O)S/C(=C\c2cccs2)C1=O)N1C(=O)c2ccccc2C1=O (configuration not stated),-7,18,-4,0.5,-5,-10,1,0.4,-6
COCC(=O)N(Cc1nc2sc(C)c(C)c2c(=O)[nH]1)C1CCCCC1,-1,20,-3,1.1,-14,-13,5,0.6,-31
Cc1ccc(NC(=O)c2sc(C)nc2C)c(C)c1,0,8,-4,-0.2,-10,-13,1,0.6,-3
CCOC(=O)c1ccc(NC(=O)c2nc[nH]c2C(=O)N[C@@H](CCCCNC(=O)OC(C)(C)C)C(=O)OC(C)(C)C)cc1,-11,-14,-1,0.8,2,-27,1,-0.1,27
Cc1cccc(/C=N/NC(=O)c2ccc(NC(=O)c3ccccc3C)cc2)n1,-9,-8,-3,3.8,-2,-3,0,5.3,4
Cc1ccc(NC(=O)C(C)C(=O)Nc2ccc(C)cc2)cc1,2,14,-7,-0.4,9,-2,2,7.3,-9
CC(=O)Nc1ccc(S(=O)(=O)Nc2nc3ccccc3nc2Nc2ccc3ccccc3c2)cc1,-14,-2,1,5.4,-4,18,17,0.5,28
CCOc1ccc(CN(C)CC(=O)Nc2ccc3c(c2)CCC3)cc1OC,-4,18,-4,3.0,-15,-21,8,6.2,-10
O=C1CC(c2ccccc2)CC(O)=C1C=NCCN1CCN(C(=S)Nc2cccc(Cl)c2)CC1 (configuration not stated),-8,17,-9,2.3,-23,-9,15,6.5,10
CCCCCCCCCCn1cc(C(C)=O)c(=O)[nH]c1=O,-2,-9,-1,1.1,3,10,-1,1.0,-3
CCOC(=O)C1=C(COC(=O)c2ccccc2OC)NC(=O)NC1C (configuration not stated),.,-1,-3,.,6,.,14,6.0,49*
CC(=O)Oc1ccc(N2C(=O)C3C(C2=O)C(C(=O)c2ccc(Cl)cc2)N2CCCC32)cc1 (configuration not stated),-16,11,8,12,-4,-7,25,5.0,15
Cn1ccnc1Sc1nc2ccccc2nc1NS(=O)(=O)c1ccccc1,-12,20,-1,0.7,-22,-1,4,0.4,-7
CN(C)c1ccc(/C=N\NC(=O)c2cccc3cc[nH]c23)cc1,-12,7,-4,-1.3,-16,-14,2,2.8,-1
O=C(NCc1ccccc1)c1cnc(Cc2c[nH]c3ccccc23)c(I)c1,.,-6,0,.,0,.,3,1.0,31
O=C(O)c1ccccc1Sc1ccccc1S(=O)(=O)NC1CCCCC1,0,17,-3,-0.2,-12,-9,1,-0.1,13
C[C@H](CO)N1C[C@H](C)[C@H](CN(C)C(=O)Nc2cccc3ccccc23)Oc2c(NC(=O)c3ccc(-c4nccs4)cc3)cccc2C1=O,-5,-9,-6,0.6,-11,-29,24,4.0,44
COc1ccc(CN2CCCC(N3CCN(c4cccc(Cl)c4)CC3)C2)cc1OC (configuration not stated),.,-22,-8,.,13,.,2,0.0,-39

# (more compounds)
SMILES,OXTR potentiator,M1 PAM parental,M1 ag,V1R ag counter,CHO-K1 Ca antag,CHO parental Ca,TAAR1 ag,CHO-K1 Ca ag,TAAR1 antag
Clc1cccc(Cl)c1CNc1ccc(N2CCCC2)cc1,-16,.,.,-0.8,.,-7,0,.,2
COC(=O)[C@]12CCCCC=C1N(Cc1cccc3ccccc13)C(=O)[C@H](CC(=O)N1CCC(c3ccccc3)CC1)C2,.,6,.,.,-5,.,0,1.6,29
CC(NC(=O)Cc1ccccc1)c1ccccc1 (configuration not stated),-13,1,-2,0.1,10,-4,0,0.0,-16
Cc1ccc(CSc2nc3[nH]ncc3c(=O)[nH]2)cc1,-10,-6,4,1.1,7,-4,15,1.0,-10
CCOc1ccccc1NCc1cc(=O)oc2cc(C)c(O)cc12,.,-8,-1,.,-8,.,7,1.9,14
CC(C(=O)NCC1CCCCC1)N(C)Cc1ccc(Br)cc1 (configuration not stated),-4,12,-10,-0.8,-18,-15,-1,0.1,-13
CC(C)C1C(=O)N(Cc2cn(CCC3OCCO3)nn2)CCS(=O)(=O)N1Cc1ccc(-c2ccc(Cl)cc2)cc1 (configuration not stated),.,9,-4,.,-14,.,11,1.8,53*
COC(=O)CCCCC(=O)OC,-1,11,5,-0.5,-13,-6,4,0.3,-6
N/C(=N\OC(=O)CCCN1C(=O)c2ccccc2C1=O)c1ccccn1,-8,-7,-6,0.6,15,-26,4,0.0,0
CCOC(=O)N1C2C=C(C)[C@@H]2[C@@H]2CC(=O)N21 (some centres not stated),2,28,-6,-0.2,-5,-5,4,3.5,2
COc1ccc(OCCSc2nnc(C(C)NC(=O)c3ccccc3F)n2C)cc1 (configuration not stated),-7,10,-4,0.3,-5,-13,2,6.9,-16
CC(NC(=O)C(C)N1CCN(Cc2ccccc2)CC1)c1ccccc1 (configuration not stated),-7,-1,2,0.0,-13,-11,0,0.1,-3
Cc1cccnc1NC(=O)CCNC(=O)c1ccc(Br)cc1,.,0,-3,.,-1,.,1,0.9,-1
O=c1ccc2c(-c3ccccc3S(=O)(=O)O)c3ccc(O)c(O)c3oc-2c1O,-3,-2,-3,-0.3,-11,0,4,0.2,-9
Cc1noc(C)c1C(=O)N(C)Cc1ccccc1,-7,-26,-3,-1.1,-15,1,0,0.7,-21
COc1ccc(C(=O)NCC(=O)N/N=C/c2ccco2)cc1OC,-11,5,-3,0.8,-10,-5,1,0.3,1
CCCN(CCC)CCNC(=O)CCC(=O)Nc1ccc2nc(N3CCOCC3)cc(C)c2c1,-8,12,-6,-0.1,-18,-6,-2,0.0,-16
O=C1CC(C(=O)N2CCc3ccccc32)CN1c1ccccc1 (configuration not stated),-1,-1,-8,0.8,-14,-21,2,0.8,-3
Cc1ccc(NC(=O)COC(=O)c2ccc(S(=O)(=O)N3CCCC3)cc2)cc1,.,-10,-6,.,-3,.,3,0.7,-14
O=C(c1ccco1)N1CCN(S(=O)(=O)c2cccc3nsnc23)CC1,-20,18,-5,-1.0,-21,-12,4,0.8,-8
CC1(C(=O)O)CC(C)(C(=O)O)CC(C)(C(=O)O)C1 (configuration not stated),-12,0,0,0.6,17,-6,11,-0.3,-14
CCO[C@@H]1OC(C(N)=O)=C[C@H](c2ccc(C(F)(F)F)cc2)[C@H]1CCCO,-7,22,-4,1.4,-12,-4,1,2.0,7
Cc1ccc(NC(=O)C2CC(=O)N(c3ccc4c(c3)OCCO4)C2)nc1 (configuration not stated),4,5,-2,0.0,6,8,0,4.7,-17
CC(=O)N1CCc2cc(NC(=O)C3(C)CCN3CCc3ccccc3)ccc21 (configuration not stated),.,13,-6,.,-17,.,0,3.6,0
O=C(CCN1CCOCC1)Nc1cc(C(=O)Nc2ccc(Cl)cc2)ccc1N1CC2CC(C1)c1cccc(=O)n1C2 (configuration not stated),-5,15,-7,0.3,-14,-5,3,1.7,-8

# Remaining list, next part
SMILES,OXTR potentiator,M1 PAM parental,M1 ag,V1R ag counter,CHO-K1 Ca antag,CHO parental Ca,TAAR1 ag,CHO-K1 Ca ag,TAAR1 antag
COc1ccc(C(=O)Nc2ccc(Cl)cc2C(=O)NCc2ccco2)cc1OC,-11,4,-1,-0.5,1,-3,10,2.4,47
Cc1cccn2c(=O)nc(SCC(=O)NCc3ccco3)nc12,-3,3,-3,-1.2,8,1,1,-0.2,-29
COc1ccc2oc(=N)c(C(=O)Nc3ccc(F)cc3)cc2c1,6,12,-4,0.1,0,3,1,0.3,-12
CC1CC(C)CN(C(=O)C(C)N(C)CC(=O)Nc2ccc(F)cc2)C1 (configuration not stated),-3,13,-3,0.2,-23,-22,-1,0.9,-5
CCN(CC)CCn1c2c(c(SCC(=O)Nc3ccc(F)c(F)c3)nc1=O)CCC2,-6,-2,-8,-0.8,-2,-13,1,-0.4,-9
CCN(CC)CCNC(=O)c1ccc(NC(=O)c2cccc(-n3cnnn3)c2)cc1,3,6,-8,0.1,-7,1,1,1.3,-12
COc1ccc2c(c1)[C@@H]1[C@H](CO2)[C@H](c2ccccc2)[C@]2(C)C(=O)NCC(=O)N12,-2,15,3,2.8,-6,-27,6,1.1,0
CCN(CC)C(=O)c1ccc2nc(-c3ccccc3)c(-c3ccccc3)nc2c1,1,-5,-14,-1.5,10,-8,10,11,-9

# Pulled by compound from the list above:
SMILES,OXTR potentiator,M1 PAM parental,M1 ag,V1R ag counter,CHO-K1 Ca antag,CHO parental Ca,TAAR1 ag,CHO-K1 Ca ag,TAAR1 antag
CCN(CC)C(=O)c1ccc2nc(-c3ccccc3)c(-c3ccccc3)nc2c1,1,-5,-14,-1.5,10,-8,10,11,-9
CCN(CC)CCNC(=O)c1ccc(NC(=O)c2cccc(-n3cnnn3)c2)cc1,3,6,-8,0.1,-7,1,1,1.3,-12
COc1ccc(C(=O)Nc2ccc(Cl)cc2C(=O)NCc2ccco2)cc1OC,-11,4,-1,-0.5,1,-3,10,2.4,47
COc1ccc2c(c1)[C@@H]1[C@H](CO2)[C@H](c2ccccc2)[C@]2(C)C(=O)NCC(=O)N12,-2,15,3,2.8,-6,-27,6,1.1,0
CC1CC(C)CN(C(=O)C(C)N(C)CC(=O)Nc2ccc(F)cc2)C1 (configuration not stated),-3,13,-3,0.2,-23,-22,-1,0.9,-5

# Hits appear at their usual frequency, and some 3.3% of all compounds hit somewhere here.
